# MrgX1 ag = human MrgX1 receptor agonism, primary screen; B-score at 10 µM; MrgX1-HEK293 cells, Fluo-4 calcium fluorescence, agonist mode; active compounds read high; actives 0.44% (n = 310,000);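 active = calcium response B-score plate-corrected fluorescence ratio at least 3 library SD, with starting fluorescence B-score inside 5 SD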
# Target sequence (Q96LB2 whole entry, looked up): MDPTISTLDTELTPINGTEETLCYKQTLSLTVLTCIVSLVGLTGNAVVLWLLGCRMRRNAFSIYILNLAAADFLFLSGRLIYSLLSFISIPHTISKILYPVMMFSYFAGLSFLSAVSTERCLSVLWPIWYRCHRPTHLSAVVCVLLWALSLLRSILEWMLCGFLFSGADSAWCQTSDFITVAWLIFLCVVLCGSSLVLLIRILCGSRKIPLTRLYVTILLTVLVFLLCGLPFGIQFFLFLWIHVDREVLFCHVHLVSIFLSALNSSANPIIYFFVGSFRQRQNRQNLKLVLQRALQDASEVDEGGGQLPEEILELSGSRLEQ
#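 Material: HEK293 cells stably expressing human MrgX1 receptor | Quantity: 15,000 cells per well | Times: Cells plated overnight, dye loaded 0.5 h 37 °C, 0.5 h room temperature | Measured by: Kinetic Fluo-4 NW fluorescence of intracellular calcium | Control set: Positive and negative controls per plate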
# ANO1 block = inhibitors of mouse TMEM16A calcium-activated chloride channel; Q8BHY3; HEK293 TMEM16A/YFP iodide influx fluorescence, ionomycin; normalized B-score (activity score, 25-100; higher = stronger inhibition) at 10 µM; actives 1.2% (n = 310,000); AID 588511;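 active = ratio plate-corrected score three or more library SD toward inhibition, starting fluorescence score within five deviations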;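 also: score derived from kinetic fluorescence span divided by baseline fluorescence per well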
# TRPC4 potent = TRPC4 (mouse) allosteric potentiation | B-score at 10 µM | actives 0.42% (n = 310,000) | AID 2227 | HEK293 TRPC4beta/mu-opioid, DAMGO EC20, Fluo-4 Ca2+ flux; active compounds read high;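 active = B-score of calcium response area above 5 SD of library B-scores, with initial fluorescence ratio within 5 SD of library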;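 also: B-score of integrated fluorescence ratio over time as area under calcium response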
# TRPC6 act = activators of mouse TRPC6 channel; Q61143; HEK293-TRPC6 membrane potential dye fluorescence; active compounds read high; B-score at 10 µM; actives 0.13% (n = 310,000);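 active = B-score of the integrated fluorescence ratio above library mean plus 3 SD, and starting fluorescence ratio within library mean plus 5 SD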;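 also: higher score means more depolarization so channel activation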
# TRPC4 block = blocks the mouse TRPC4 cation channel; Q9QUQ5; HEK293 TRPC4beta/mu-opioid, DAMGO-evoked Fluo4 calcium flux; active compounds read low; B-score at 10 µM; actives 0.39% (n = 300,000); AID 2247;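 active = B-score over 3 SD under the library average, no early fluorescence shift, positive overall ratio signal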
#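 Material: HEK293 cells with stable TRPC4beta plus mu-opioid receptor expression / Probe or stimulus: DAMGO in two steps, submaximal then maximal / Compound: single concentration per test compound / Technique: kinetic Fluo4 fluorescence imaging of calcium influx / Read-out: per-well B score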
# MrgX1 PAM = human MrgX1 positive allosteric modulation, primary screen. actives 0.63% (n = 310,000). MrgX1-HEK293, Fluo-4 calcium flux, FDSS; active compounds read high. Q96LB2. B-score at 10 µM;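 active = plate-corrected calcium response at least 3 library SD above typical, normal starting fluorescence, not activating the receptor alone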;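 also: compound read alongside a low EC10 to EC30 dose of BAM8-22 agonist; peak minus trough fluorescence over baseline measured at the second addition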
# TRPC4 act = activators of mouse TRPC4 channel. Q9QUQ5. HEK293 TRPC4beta/mu-opioid, Fluo4 calcium fluorescence; active compounds read high. B-score at 10 µM. actives 0.49% (n = 310,000);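 active = B-score above 5 SD of library B-scores, and initial fluorescence ratio not above library mean plus 5 SD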;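 also: positive B-score marks a calcium rise read as TRPC4 activation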
#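 Material: TRPC4beta and mu-opioid receptor HEK293 stable cells | Incubation: 45 min room-temperature Fluo4 loading, 110 s read | Detection: Kinetic Fluo4 calcium fluorescence | Measure: Integrated baseline-normalised fluorescence ratio, converted to per-well B score | Benchmarks: Low control buffer alone, high control maximal DAMGO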
# TMEM16A act = mouse TMEM16A channel activation, primary screen | B-score at 10 µM | Q8BHY3 | HEK293 TMEM16A/YFP-H148Q/I152L, iodide quench fluorescence; active compounds read low | actives 0.3% (n = 340,000);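 active = fluorescence-ratio B-score plate-corrected deviation score at least 3 library SD below zero, with starting fluorescence score within 5 deviations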;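 also: channel opened by trigger with iodide after compound preincubation; score built on the fluorescence ratio of max minus min over baseline; more negative score means more quench and so TMEM16A activation or potentiation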
# SKKanGAS inh = SKKanGAS growth inhibition; AID 1662; S. pyogenes SKKanGAS, kanamycin growth, BacTiter-Glo, 6 h; inhibition, % at 7.5 µM; actives 1.3% (n = 300,000);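 active = mean replicate score, as percent of positive control median, at least 50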;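 also: strain carries kanamycin resistance gene driven by streptokinase promoter and grows in 40 µg/ml kanamycin; loss of luminescence reflects streptokinase promoter inhibition or plain growth inhibition; 0% = median of DMSO wells and 100% = positive control at its reference dose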
# TRPC6 inhibitor = blocks the mouse TRPC6 cation channel | HEK293-TRPC6, membrane potential dye, ACh-evoked depolarization; active compounds read low | actives 1.1% (n = 310,000) | B-score at 10 µM | Q61143;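 active = B-score under library mean minus 3 SD, initial fluorescence not abnormally high, positive integrated signal ratio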;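 also: B-score derived from integrated fluorescence ratio over the kinetic read; more negative B-score means stronger inhibition of depolarization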
# MrgX1 antagonist = antagonists of human MrgX1 receptor. Q96LB2. actives 1.3% (n = 310,000). MRGX1-HEK293 calcium flux, Fluo-4, BAM8-22 antagonism; active compounds read low. B-score at 10 µM. AID 588676;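 active = calcium-response B-score plate-corrected more than 3 library SD below zero, starting fluorescence within 5 deviations, no agonist response on first addition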;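 also: peak minus trough fluorescence over baseline after final BAM8-22 challenge near maximal dose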
# Starred values were filed as active, the others as inactive; i = inactive; . = no result given.
SMILES,MrgX1 ag,ANO1 block,TRPC4 potent,TRPC6 act,TRPC4 block,MrgX1 PAM,TRPC4 act,TMEM16A act,SKKanGAS inh,TRPC6 inhibitor,MrgX1 antagonist
Cc1cc(=O)oc2c(C)c(OC(C)C(=O)NCCCN3CCCC3=O)ccc12 (configuration not stated),i,i,i,i,i,i,i,i,-3,i,i
COC(=O)C(C)N(C#N)c1nc(NC(C)C)nc(SC)n1 (configuration not stated),i,i,i,i,i,i,i,i,-2,i,i
Cc1nn(CC(=O)NCCN2CCCCCC2)c(=O)c2nn(-c3ccccc3)c(C)c12,i,i,i,i,i,i,i,i,1,i,i
COc1ccc(/C=N\NC(=O)c2ccccc2Br)cc1COc1ccc(F)cc1,i,i,i,i,i,i,i,i,5,i,i
Cn1nnnc1SCC(=O)Nc1ccc(Cl)c(S(=O)(=O)N2CCOCC2)c1,i,i,i,i,i,i,i,i,-8,i,i
Cc1cc(C)n(-c2nnc(N3CCN(c4ccccc4)CC3)nn2)n1,i,i,i,i,i,i,i,i,10,i,i
COC(=O)c1sc(N)c(C(=O)OC)c1COC(=O)[C@@H](NS(=O)(=O)c1cccc(Cl)c1)C(C)C,i,i,i,i,i,i,i,i,11,i,i
Nc1cc(Cl)nc(N/N=C/c2ccc([N+](=O)[O-])cc2)n1,i,i,i,i,i,i,i,i,-3,i,i
CCOc1ccc(NC(=O)Nc2cnccn2)cc1,i,i,i,i,i,i,i,i,7,i,i
CCn1cc([N+](=O)[O-])c(C(=O)N2N=C3/C(=C/c4cccs4)CCCC3C2c2cccs2)n1 (configuration not stated),i,i,i,i,i,i,i,i,8,i,i
O=C(COc1ccc([N+](=O)[O-])cc1)N(C1CCCCC1)C1CCS(=O)(=O)C1 (configuration not stated),i,i,i,i,i,i,i,i,-2,i,i
Nc1ccc(Cl)c(S(=O)(=O)Nc2ccc(Cl)cc2)c1,i,i,i,i,i,i,i,i,2,i,i
c1ccc(-n2nnnc2OCCOc2nnnn2-c2ccccc2)cc1,i,i,i,i,i,i,i,i,0,i,i
COc1ccc(C(=O)N/C(=C/c2cccnc2)C(=O)N2CCCCCC2)cc1OC,i,i,i,i,i,i,i,i,-1,i,i
O=C(/C=C/c1ccccc1)N1CCOCC1,i,i,i,i,i,i,i,i,-12,i,i
CC(=O)Nc1ccc(S(=O)(=O)c2ccc([N+](=O)[O-])cc2)cc1,i,i,i,i,i,i,i,i,5,i,i
CCOC(=O)NC(=O)/C(N=Nc1ccc(C(F)(F)F)cc1)=C(\C)O,i,i,i,i,i,i,i,i,-6,i,i
N=c1sccn1CC(=O)NCc1ccc(Cl)cc1Cl,i,i,i,i,i,i,i,i,0,i,i
COc1cc(OC)cc(C(=O)NNC(=O)Cc2ccc(OC)c(S(=O)(=O)N3CCOCC3)c2)c1,i,i,i,i,i,i,i,i,-9,i,i
Cc1cc(Nc2ccc(F)cc2Cl)n2nc(C)nc2n1,i,i,i,i,i,i,i,i,-17,i,i
O=C(c1cc2ccccc2oc1=O)N(Cc1ccco1)CC1CCCO1 (configuration not stated),i,i,i,i,i,i,i,i,3,i,i
COc1ccc(CNC(=O)CC(NC(N)=O)c2ccccc2Cl)cc1OC (configuration not stated),i,i,i,i,i,i,i,.,-9,i,i
COC(=O)c1cc(NC(=O)Cn2nc(C)n3cccc3c2=O)cc(C(=O)OC)c1,i,i,i,i,i,i,i,i,-3,i,i
Cc1cc(C)n(-c2ccc3cccc(NS(C)(=O)=O)c3n2)n1,i,i,i,i,i,i,i,i,33,i,i
CC1CN(CC(O)COc2ccc(C#N)cc2)CCN1CC(O)COc1ccc(C#N)cc1 (configuration not stated),i,i,i,i,i,i,i,i,1,i,i
CCN1CCN(c2ccc(N=Cc3ccccc3O)cc2)CC1,i,i,i,i,i,i,i,i,0,i,i
CC(NC(=O)c1nn(C)c(=O)c2ccccc12)c1ccccc1 (configuration not stated),i,i,i,i,i,i,i,i,8,i,i
CC1CCCN(C(=O)Cn2nnc(-c3cccnc3)n2)C1 (configuration not stated),i,i,i,i,i,i,i,.,6,i,i
Cc1ccc(OCCC(=O)OCC(=O)Nc2ccc(Cl)cn2)cc1,i,i,i,i,i,i,i,i,-4,i,i
NC(=O)CSc1nnc(-c2ccco2)n1-c1ccccc1,i,i,i,i,i,i,i,i,0,i,i
Cn1c(=O)oc2cc(S(=O)(=O)N3CCCC(C(=O)Nc4ccccn4)C3)ccc21 (configuration not stated),i,i,i,i,i,i,i,i,-2,i,i
CCC1CCCCN1S(=O)(=O)c1c(C)n(C)c(=O)n(C)c1=O (configuration not stated),i,i,i,i,i,i,i,i,-6,i,i
CC1=C(C(N)=O)C(c2cccc(OCc3ccccc3)c2)n2nnnc2N1 (configuration not stated),i,i,i,i,i,i,i,i,-1,i,i
CCc1nnc(NC(=O)CN2CCN(Cc3ccccc3Cl)CC2)s1,i,i,i,i,i,i,i,i,-4,i,i
O=C(NCc1cccs1)C1CCCN1C(=O)Nc1ccccc1 (configuration not stated),i,i,i,i,i,i,i,i,2,i,i
CCCCn1c(N)c(N(CC(C)C)C(=O)CSCc2ccc(Cl)c(Cl)c2)c(=O)[nH]c1=O,i,i,i,i,i,i,i,i,21,i,i
Cc1cc(C(C)(C)C)oc1C(=O)O,i,i,i,i,i,i,i,i,2,i,i
CCN1CCN(Cc2ccc(OC)c(OCc3ccccc3)c2)CC1,i,i,i,i,i,i,i,i,3,i,i
COc1cc(CNCc2ccc3c(c2)OCO3)c([N+](=O)[O-])cc1OC,i,i,i,i,i,i,i,i,-4,i,i
CCOC(=O)C1CCCN(c2c(NCCc3cccc(C)c3)c(=O)c2=O)C1 (configuration not stated),i,i,i,i,i,i,i,i,-5,i,i
CCCCCCCCCOC(=O)C1N2C(=O)[C@@H](NC(=O)COc3ccccc3)[C@H]2SC1(C)C (some centres not stated),i,i,i,i,i,i,i,i,27,i,i
COc1ccc2c(c1)-c1nc(/N=C/c3ccc(O)cc3)sc1CC2,i,i,.,.,.,i,.,i,.,.,i
O=C(NC1CCCCC1)c1cc(-c2ccc(Cl)cc2)on1,i,i,i,i,i,i,i,i,-2,i,i
CCOC(=O)CNS(=O)(=O)c1cc(-c2nn(C)c(=O)c3ccccc23)ccc1C,i,i,i,i,i,i,i,i,4,i,i
CCN(Cc1ccccc1)Cc1nc(CCc2ccccc2)no1,i,i,i,i,i,i,i,i,4,i,i
CC(C)(C)OC(=O)CC12CCCCC1NC(=O)O2 (configuration not stated),i,i,i,i,i,i,i,i,-4,i,i
COc1ccc(NC(=O)C2CCCN(S(=O)(=O)c3cccnc3)C2)c(OC)c1 (configuration not stated),i,i,i,i,i,i,i,i,-7,i,i
COc1ccc(OCCNC(=O)C(Cc2c[nH]c3ccccc23)NC(C)=O)cc1 (configuration not stated),i,i,i,i,i,i,i,i,6,i,i
O=C(Nc1cccc(F)c1)C1CCN(C(=O)N2CCOc3ccccc32)CC1,i,i,i,i,i,i,i,i,-7,i,i
C=CCSc1nnc(-c2ccncc2)n1-c1ccc(OCC)cc1,i,i,i,i,i,i,i,i,5,i,i

# Brought forward from above: 3 compounds; new compounds follow.
SMILES,MrgX1 ag,ANO1 block,TRPC4 potent,TRPC6 act,TRPC4 block,MrgX1 PAM,TRPC4 act,TMEM16A act,SKKanGAS inh,TRPC6 inhibitor,MrgX1 antagonist
COc1ccc(OCCNC(=O)C(Cc2c[nH]c3ccccc23)NC(C)=O)cc1 (configuration not stated),i,i,i,i,i,i,i,i,6,i,i
O=C(Nc1cccc(F)c1)C1CCN(C(=O)N2CCOc3ccccc32)CC1,i,i,i,i,i,i,i,i,-7,i,i
C=CCSc1nnc(-c2ccncc2)n1-c1ccc(OCC)cc1,i,i,i,i,i,i,i,i,5,i,i
CCOC(=O)c1c(NC(=O)CSc2nc3c(c(=O)n(C)c(=O)n3C)n2CC)sc(C)c1C,i,i,i,i,i,i,i,i,-3,i,i
Cc1ccc(CNC(=O)CNS(=O)(=O)c2ccc3c(c2)C(C)(C)C(=O)N3C)cc1,i,i,i,i,i,i,i,i,-8,i,i
Cc1c(-c2ccccc2)cnc2c(C)cccc12,i,i,i,i,i,i,i,i,0,i,i
CCC(C)[C@H](NC(=O)OC(C)(C)C)C(=O)N/N=C/C1=Cc2ccccc2OC1 (some centres not stated),i,i,i,i,i,i,i,i,0,i,i
Cc1ccc(CN2CCNC(=O)C2CC(=O)NCCCn2cccn2)o1 (configuration not stated),i,i,i,i,i,i,i,i,-14,i,i
COC(=O)CSc1nc2ccccn2c(=O)c1C=O,i,i,i,i,-6*,i,i,i,0,i,i
CCCNC(=O)Nc1ccc(NC(C)=O)cc1,i,i,i,i,i,i,i,i,-4,i,i
O=C(CSc1ncnc2nc[nH]c12)c1ccc(Cl)cc1,i,i,i,i,i,i,i,i,-7,i,i
CC1CCc2sc(C(=O)N/N=C/c3ccc(O)cc3)cc2C1 (configuration not stated),i,i,i,i,i,i,i,i,1,i,i
COCC(C)NC(=O)c1cc(S(=O)(=O)N2CCCCC2)ccc1N1CCOCC1 (configuration not stated),i,i,i,i,i,i,i,i,-3,i,i
CCOc1ccc(NC(=O)C(=S)NC2CCCCC2)cc1,i,i,i,i,i,i,i,i,-3,i,i
Cc1nn(CC(=O)N2CCc3ccccc3C2)c(C)c1[N+](=O)[O-],i,i,i,i,i,i,i,i,-5,i,i
CN(C(=O)CSc1nncn1-c1ccccc1)C1CCS(=O)(=O)C1 (configuration not stated),i,i,i,i,i,i,i,i,-2,i,i
Cc1cccc(C)c1NC(=O)C(NS(=O)(=O)c1cccs1)c1ccccc1 (configuration not stated),i,i,i,i,i,i,i,i,5,i,i
CCN(C/C=C/c1ccccc1OC)Cc1ccccc1,i,i,i,i,i,i,i,i,12,i,i
C#CC1(NC(=O)N(C)C)CCCCC1,i,i,i,i,i,i,i,i,-2,i,i

# Assay outcomes: PubChem BioAssay, several laboratories
